# tim10-1 inh = growth inhibitors of tim10-1 mutant yeast; S. cerevisiae tim10-1 ts strain growth, BacTiter-Glo, 24 h; inhibition, % at 20 µM; 330,000 tested, 2.2% active;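 active = inhibition of at least 40%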;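 also: mutant grown at 25 °C; 0% = DMSO wells with yeast and 100% = wells holding no yeast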
# TIM10 inh = TIM10 yeast growth inhibition | 330,000 tested, 1.4% active | AID 463195 | inhibition, % at 10 µM | S. cerevisiae TIM10 strain growth, BacTiter-Glo luminescence, 24 h;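 active = inhibition of 40% or more at the single tested concentration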;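 also: wild-type TIM10 isogenic control strain grown at permissive 25 °C; 0% = DMSO yeast wells and 100% = minimal medium wells without yeast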
# NLRP3 yeast inh = inhibitors of NALP3 inflammasome in yeast | Yeast reconstituted NLRP3/ASC/caspase-1, beta-gal luminescence, 24 h | inhibition, % at 10 µM | 330,000 tested, 0.39% active | AID 2825;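 active = inhibition of 50% or more; inactive = inhibition below 50%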;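 also: plate controls were induced DMSO wells for no effect and uninduced yeast grown without galactose for full effect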
# mIAP act = mouse IAP activation. muIAP, CDP-Star luminescence, 30 min; active compounds read high; 1 = vehicle-only enzyme signal, 0 = enzyme-free wells. activation factor at 10 µM. 330,000 tested, 0.24% active;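 active = activation factor of at least 2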; also: the source names both 10 and 20 µM as test concentration; values of inactives mirror those of a sister screen read the other way
#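 System: mouse IAP enzyme. Reagent: CDP-Star chemiluminescent phosphatase substrate. Benchmarks: DMSO wells, no-enzyme wells. Times: 30 min enzyme-substrate-compound incubation at room temperature. Detection: luminescence from enzymatic CDP-Star hydrolysis. Doses: test compounds delivered from DMSO solution.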
# A3A deaminase = human APOBEC3A DNA deaminase inhibition; P31941; recombinant A3A, FAM/TAMRA ssDNA deamination fluorescence; inhibition, % at 20 µM; 330,000 tested, 0.41% active;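 active = at least 40% inhibition at 20 µM here, with at most 30% in a related deaminase screen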;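 also: plate controls were A3A with DMSO for no effect and wells lacking A3A enzyme for full effect; some results filed as inactive read as strong as hits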
# mIAP block = mouse IAP inhibition | purified mouse IAP, CDP-Star luminescence, 30 min | inhibition, % at 10 µM | 330,000 tested, 0.2% active;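 active = inhibition of at least 40% at 10 µM in the primary screen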;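 also: plate controls were DMSO with enzyme for no effect and no enzyme wells for full effect; values of inactives mirror those of a sister screen read the other way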
# hIAP block = human IAP inhibition; inhibition, % at 10 µM; purified IAP, CDP-Star luminescence, 30 min; AID 2544; 330,000 tested, 0.12% active;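 active = inhibition reaching a set limit with compound at 10 µM in the primary screen, cut at about 35% in these data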;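 also: plate controls were DMSO wells with enzyme for no effect and no-enzyme buffer wells for full effect; values of inactives mirror those of a sister screen read the other way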
# Target sequence (P09923 whole entry, looked up): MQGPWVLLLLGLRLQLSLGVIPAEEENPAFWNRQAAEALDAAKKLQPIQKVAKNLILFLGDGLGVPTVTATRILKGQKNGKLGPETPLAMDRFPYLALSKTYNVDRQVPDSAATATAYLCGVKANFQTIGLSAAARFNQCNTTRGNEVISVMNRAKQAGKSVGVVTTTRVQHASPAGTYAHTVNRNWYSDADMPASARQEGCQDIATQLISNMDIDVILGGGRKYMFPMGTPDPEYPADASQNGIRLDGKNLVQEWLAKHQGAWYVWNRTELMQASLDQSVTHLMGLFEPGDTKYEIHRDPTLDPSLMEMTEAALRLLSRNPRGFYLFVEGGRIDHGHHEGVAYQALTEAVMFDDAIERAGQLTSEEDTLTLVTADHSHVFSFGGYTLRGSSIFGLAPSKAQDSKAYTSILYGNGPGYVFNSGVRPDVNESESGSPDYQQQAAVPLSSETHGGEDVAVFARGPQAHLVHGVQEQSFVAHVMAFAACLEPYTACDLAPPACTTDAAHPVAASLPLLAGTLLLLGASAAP
# A3G deaminase = inhibitors of human APOBEC3G DNA deaminase; AID 493012; 330,000 tested, 0.28% active; inhibition, % at 20 µM; Q9HC16; recombinant A3G, ssDNA deamination FAM/TAMRA fluorescence;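 active = inhibition of at least 40% at 20 µM, with no more than 30% in the related APOBEC3A deaminase screen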;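 also: plate controls were DMSO wells with A3G for no effect and wells lacking A3G enzyme for full effect; some compounds called inactive have numbers as strong as hits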
# Target sequence (Q9HC16 whole entry, looked up): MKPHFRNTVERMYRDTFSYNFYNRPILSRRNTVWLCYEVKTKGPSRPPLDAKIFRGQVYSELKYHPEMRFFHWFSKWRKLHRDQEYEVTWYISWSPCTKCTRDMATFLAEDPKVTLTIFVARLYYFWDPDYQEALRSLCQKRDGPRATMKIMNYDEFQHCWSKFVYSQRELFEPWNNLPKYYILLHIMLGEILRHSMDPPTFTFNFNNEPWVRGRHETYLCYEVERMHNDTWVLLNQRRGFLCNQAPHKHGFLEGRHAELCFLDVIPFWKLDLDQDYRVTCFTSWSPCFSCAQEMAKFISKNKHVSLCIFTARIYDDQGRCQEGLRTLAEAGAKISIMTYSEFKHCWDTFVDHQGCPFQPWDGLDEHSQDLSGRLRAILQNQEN
# beta cell repl = inducers of beta-cell replication in MIN6 cells; AID 2380; proliferation, % at 10 µM; MIN6 cells proliferation, ATPlite luminescence, 48 h; cells starved in 0.2% serum; 100% = growth in 10% serum; 330,000 tested, 0.29% active;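 active = compounds whose signal lies at least 3.5 SD above the mean of all wells on their plate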;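 also: 0% = DMSO-treated cells in low-serum medium and 100% = 10% serum control; some compounds called inactive have numbers as strong as hits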
# * marks the source's active call; other numbers are inactive results; x = not tested or not shown.
SMILES,tim10-1 inh,TIM10 inh,NLRP3 yeast inh,mIAP act,A3A deaminase,mIAP block,hIAP block,A3G deaminase,beta cell repl
COC(=O)CN(c1ccccc1C)S(C)(=O)=O,15,-9,9,1,1,-3,-6,-8,-1
CC(C)n1nc(C(=O)NCCc2ccc(S(N)(=O)=O)cc2)c2ccccc2c1=O,-3,-6,17,1,3,0,-2,1,0
C=CCNC(=O)c1ccc2nc(-c3ccccc3)c(-c3ccccc3)nc2c1,28,21,-41,0.95,-3,5,0,-11,-3
N#Cc1cc(C(=O)Cc2ccccc2)c[nH]1,3,1,9,0.97,1,3,-7,-1,-2
NC(=Nc1ccc(Cl)cc1)c1ccccc1,0,14,-5,0.95,4,5,-8,-7,-2
COc1cc2c(cc1OC)CN(c1ncccc1[N+](=O)[O-])CC2,20,15,27,0.92,-2,8,20,-9,-2
O=C(COC(=O)[C@@H]1CC(O)CN1S(=O)(=O)c1ccccc1[N+](=O)[O-])Nc1ccc2ccccc2c1 (stereo partly drawn),2,2,4,0.98,1,2,9,-3,-4
Cc1cc(C(=O)NCCc2ccc(S(N)(=O)=O)cc2)c(C)o1,1,-3,14,0.94,0,6,15,-1,0
COc1ccccc1CNC(=O)c1n[nH]c2ccccc12,19,4,-3,1.1,-1,-12,-44,-8,-1
O=C(NCC1OCCCN1S(=O)(=O)c1ccc(F)cc1)C(=O)NC1CCCC1 (stereo not drawn),21,13,5,1.1,2,-7,4,7,-2
CC(=O)c1c(C)nc2ccc([N+](=O)[O-])cc2c1-c1ccccc1,-62,-34,5,0.97,-2,3,-10,-5,0
O=C1c2ccccc2N[C@@H]2C=CC[C@@H]2N1O,6,9,x,0.97,6,3,x,7,x
CC1=Nc2ccccc2N=C(NC(=O)CSC(=S)N2CCCCC2)C1c1ccccc1 (stereo not drawn),17,15,5,1,0,-4,-1,1,-4
COc1cc2c(cc1OC)C(C)N(C(=O)c1cc3c(C)cc(C)cc3[nH]1)CC2 (stereo not drawn),41*,21,13,0.98,2,2,-7,-5,-6
O=C(N/C(=C\c1ccco1)C(=O)N1CCCC1)c1cccs1,9,11,7,0.95,3,5,2,-1,-1
CCOc1ccc(C(=O)NCCNC(=O)c2ccc(OCC)cc2)cc1,-8,-9,11,0.83,3,17,-36,-3,-3
C[C@@H]1CN([C@@H](C)CO)C(=O)c2cccc(NC(=O)c3nc4ccccc4s3)c2O[C@@H]1CN(C)CC1CC1,-8,11,13,0.93,-2,7,-13,-3,-5
Cc1occc1-c1nnc(SCC(=O)c2cc3ccccc3oc2=O)o1,6,12,3,0.68,4,32,20,-1,-1
Cn1c(=O)cc(OCCCC(=O)NCc2ccc3c(c2)OCO3)c2ccccc21,6,3,10,0.98,-2,2,16,-7,3
COc1cccc(CN(C(=O)c2cc3ccccc3oc2=O)C2CC2)c1,15,14,12,0.93,-1,7,10,-5,2
Fc1ccc(C(c2nnnn2C2CCCC2)N(Cc2ccco2)CC2CCCO2)cc1 (stereo not drawn),52*,39,8,0.97,1,3,-12,-3,-2
Cc1cccc2cc(CN(Cc3ccc(F)cc3)C(=O)C(F)(F)F)c3nnnn3c12,28,-2,8,0.96,0,4,-2,-1,1
Cc1cc(NC(=O)OC(C)C)ccc1-c1ccc(NC(=O)OC(C)C)cc1C,22,-4,3,1,1,-2,-27,-11,-4
COCCn1c(C)cc(C(=O)COC(=O)c2ccc(NC(=O)CC#N)cc2)c1C,14,2,0,1.1,-4,-7,1,6,-2
COc1ccc(Cc2nn3c(Cn4nnc5ccccc54)nnc3s2)cc1,21,-16,6,0.92,2,8,1,31,-3
CCN(CC)C(=O)CC(c1ccc(N(C)C)cc1)c1c(O)cc(OC)cc1OC (stereo not drawn),2,4,18,0.69,-5,30,0,-8,-4
Cc1cccc(C(=O)N2CCN(CCNC(=O)C(=O)Nc3ccc(F)cc3)CC2)c1,13,-2,19,0.99,0,1,8,-7,0
COc1cc(C)ccc1S(=O)(=O)N1CCN(C23CC4CC(CC(C4)C2)C3)CC1,20,3,9,0.98,1,2,-15,-3,-4
COc1cccc(NC(=O)CCS(=O)(=O)c2cccs2)c1,3,-7,17,0.94,3,6,-25,-1,-1
CCC(NC(=O)/C(=C\c1ccc2c(c1)OCO2)NC(C)=O)C(=O)O (stereo not drawn),2,-5,11,0.93,-8,7,-5,-10,0
Cc1ccc(C)c(S(=O)(=O)Nc2ccccc2C(=O)Nc2ccc(S(=O)(=O)Nc3ncccn3)cc2)c1,5,10,15,1,-1,-3,-3,-6,1
Cc1ccc(N2CC(C(=O)N3CCC(C(=O)Nc4ccc(Br)cc4)CC3)CC2=O)cc1 (stereo not drawn),8,15,-3,1,1,-4,-5,-3,-1
CCS(=O)(=O)c1ccc2oc(SCC(=O)NCCc3ccc(F)cc3)nc2c1,13,11,8,0.89,2,11,15,-9,-1
COc1ccccc1N1CCN(CC(C)N(C(=O)C2CCCCC2)c2ccccn2)CC1 (stereo not drawn),32,9,20,1,-6,-2,-28,-4,-1
CCC(C)N1C(=O)CCC1C(=O)NCCc1ccc(Cl)cc1 (stereo not drawn),17,-8,11,1.1,2,-9,-2,-5,0
COc1ccc(NC(=O)COC(=O)CCCc2c[nH]c3ccccc23)cc1,33,17,16,1.1,-2,-10,-1,0,-1
CSCCC1NC(=O)N(CC(=O)Nc2c(Cl)cc(Cl)cc2Cl)C1=O (stereo not drawn),12,3,7,0.95,-4,5,-6,-5,-1
Cc1ccccc1N(CC(=O)NCCSC1CCCCC1)S(=O)(=O)c1ccccc1,23,33,4,1.1,-4,-10,21,-6,-4
O=C(Nc1ccccc1)N1CCc2ccccc21,9,15,25,1.1,1,-11,9,0,-5
COc1ccc(C2=C(C)CC(C)(C)NC2=O)cc1OC,0,4,1,1.1,2,-5,-9,-7,-1
Cc1ccccc1OCc1n[nH]c(=S)n1-c1ccccc1,12,25,15,1,-4,-4,3,5,4
N#CC1=C(SCC(=O)c2cc3ccccc3oc2=O)NC(=O)C(C#N)C12CCCC2 (stereo not drawn),-5,5,2,0.95,-3,5,-7,-7,-1
CCC1CCCCN1CC(=O)c1c(C)[nH]c2cc(C)ccc12 (stereo not drawn),9,-9,16,1,-2,-4,-4,-7,-2
COc1ccc(OC(C)c2nnc(N)s2)cc1 (stereo not drawn),4,7,10,0.94,1,6,6,-2,-4
Cc1nnc(SCC(=O)c2cc(C)n(-c3c(C)n(C)n(-c4ccccc4)c3=O)c2C)s1,-6,-9,15,1,-1,-1,6,9,-3
O=C(Cn1c(NCCO)nc2ccccc21)c1ccc(Cl)cc1Cl,2,0,7,0.99,-3,1,5,-9,-1
O=C(NC1CCS(=O)(=O)C1)c1c(NC(=O)C2COc3ccccc3O2)sc2c1CCCC2 (stereo not drawn),8,2,16,1,1,0,7,-5,-3
Cc1ccc(-c2ccc(NC(=O)C3C4C=CC(C4)C3C(=O)O)cc2)o1 (stereo not drawn),13,4,29,1,2,0,-11,10,-3
C=CCOC(=O)CN1C(=O)c2ccccc2C1=O,7,-16,-6,1,4,0,-41,-6,2
O=C(N/N=C/c1ccc([N+](=O)[O-])o1)c1ccc2c(c1)OCO2,64*,64*,20,0.55,6,45*,-8,2,-6
COCCNC(=O)CN(c1ccccc1OC)S(C)(=O)=O,-13,-12,8,1.1,3,-6,8,4,0
Clc1ccc(/C(Cc2nc3ccccc3[nH]2)=N\Nc2ccccc2)cc1,46*,56*,31,0.9,-4,10,7,-5,-6
Cc1ccc(NC(=O)c2sc(N)nc2-c2ccc([N+](=O)[O-])cc2)cc1C,-6,-12,5,1,3,-2,7,3,-1
O=C(NC12CC3CC(CC(C3)C1)C2)N1CCN(C(=O)c2ccco2)CC1,24,13,9,0.97,2,3,-7,-2,-3
CCOC(=O)c1c(-c2ccccc2)csc1/N=C/C1C(=O)CCCC1=O,21,8,13,0.77,-2,23,10,-4,1
CCCC(C)NCC(=O)Nc1ccccc1-c1ccccc1 (stereo not drawn),15,-17,5,1,-1,-4,-8,-1,-2
O=C(NCC1COc2ccccc2O1)c1cccc(S(=O)(=O)N2CCCCC2)c1 (stereo not drawn),13,1,29,1,2,-1,2,1,-1
O=C(COC(=O)c1cccc(-n2cnnn2)c1)c1ccccc1,12,2,8,0.95,-1,5,14,-6,1
O=C(Oc1ccc([N+](=O)[O-])cc1)c1cc(-c2ccccc2)nc2ccccc12,25,-10,0,0.83,2,17,2,1,-4
CCN(CC)C(=O)[C@H]1C[C@H](CC(=O)NCCc2ccccn2)C(=O)N2CCc3c([nH]c4cc(-c5ccco5)ccc34)[C@]12C,1,-5,x,1.2,1,-29,x,-1,x

# (further entries)
SMILES,tim10-1 inh,TIM10 inh,NLRP3 yeast inh,mIAP act,A3A deaminase,mIAP block,hIAP block,A3G deaminase,beta cell repl
O=C1N(O)C2(C=CCCC2)/C(=N\O)C12CCCCC2 (stereo not drawn),14,1,-11,0.94,4,6,-6,0,0
CC(C)C[C@H](NC(=O)c1[nH]cnc1C(=O)Nc1ccc(CNC(=O)OC(C)(C)C)cc1)C(=O)OC(C)(C)C,16,7,4,1,-2,-5,-63,-2,-9
Cn1c2ccccc2n2c(=O)c(=O)n(CC(=O)c3ccc(F)cc3)nc12,-15,-12,-2,0.99,1,1,5,9,-1
COc1ccc(N2CCN(C(=O)c3cccc(Br)c3)CC2)c([N+](=O)[O-])c1,-11,-15,20,0.88,3,12,12,8,-1
CN(CC(=O)Nc1ccc(F)cc1)C(=O)C1Cc2ccccc2CN1S(C)(=O)=O (stereo not drawn),1,-2,14,0.84,-1,16,15,-12,1
CC(=O)c1cccc(CN2CCN(C(C)C)C(CCO)C2)c1 (stereo not drawn),8,10,6,0.98,-3,2,-7,-3,0
NC(=O)COc1ccc(-n2cnnn2)cc1,4,-43,10,0.97,20,3,4,20,-1
O=C(CSc1n[nH]c(-c2cccnc2)n1)Nc1ccccc1,13,1,5,1,-3,-2,-7,-5,-3
Cc1ccc(-c2n[nH]c(=S)n2/N=C/c2c(C)[nH]n(-c3ccccc3)c2=O)cc1,16,7,4,0.95,-3,5,-24,31,-2
COc1ccc(N2CCN(C(=O)c3cccc(NC(=O)c4ccco4)c3)CC2)cc1,14,6,9,0.98,-2,2,-25,-12,-3
O=P(CCNCc1ccco1)(c1ccccc1)c1ccccc1,17,-5,14,1.1,-1,-14,-6,5,-1
O=Cc1cn(CCOc2ccccc2)c2ccccc12,12,9,21,1.1,-4,-5,10,3,-2
CC(C)C(=O)Nc1nnc(CCc2nnc(NC(=O)C(C)C)s2)s1,18,0,18,0.91,1,9,12,-2,0
CCOc1ccc(Nc2ncnc(N)n2)cc1,1,-9,8,1,4,-4,11,1,0
COc1ccc(CNCc2c(C(=O)N(C)C)nc3ccc(Cl)cn23)c(OC)c1,4,-8,7,1.1,0,-11,-13,2,-1

# Part of the list above, with values under each structure:
# Screens in order: tim10-1 inh	TIM10 inh	NLRP3 yeast inh	mIAP act	A3A deaminase	mIAP block	hIAP block	A3G deaminase	beta cell repl
COc1ccc(N2CCN(C(=O)c3cccc(NC(=O)c4ccco4)c3)CC2)cc1
→ 14	6	9	0.98	-2	2	-25	-12	-3
O=P(CCNCc1ccco1)(c1ccccc1)c1ccccc1
→ 17	-5	14	1.1	-1	-14	-6	5	-1
O=Cc1cn(CCOc2ccccc2)c2ccccc12
→ 12	9	21	1.1	-4	-5	10	3	-2
CC(C)C(=O)Nc1nnc(CCc2nnc(NC(=O)C(C)C)s2)s1
→ 18	0	18	0.91	1	9	12	-2	0
CCOc1ccc(Nc2ncnc(N)n2)cc1
→ 1	-9	8	1	4	-4	11	1	0
